CHO-K1 Ca antag – M1 antagonist counterscreen hit in parental CHO-K1 cells | ATP-induced calcium, Fluo-8 fluorescence | inhibition, % at 3 µM | hit rate 0.6% among 360,000 | AID 602250;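 active = inhibition above a per-plate cutoff, the plate's mean sample inhibition plus 3 SD, cut at about 24% in these data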;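 note: 0% = DMSO plus EC80 ATP and 100% = DMSO alone without ATP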
CHO-K1 Ca PAM – counter-screen for M1 PAMs: effect in parental CHO-K1 cells | ATP EC20, Fluo-8 calcium fluorescence; 0% at ATP EC20, 100% at ATP max | activation, % at 3 µM | hit rate 0.02% among 360,000;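 active = activation above the run cutoff, the mean activation of all test compounds plus 3 SD, cut at about 40% in these data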;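 note: peak over basal fluorescence ratio in a 140 s read after ATP addition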
TAAR1 antagonist – human TAAR1 antagonism | hit rate 1.5% among 360,000 | Q96RJ0 | CHO RD-HGA16 TAAR1, Fluo-8 calcium fluorescence, antagonist | inhibition, % at 3 µM;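 active = inhibition above a per-plate cutoff, the mean inhibition of test compounds on that plate plus 3 SD, cut at about 49% in these data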;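 note: 0% = DMSO plus EC80 beta-PEA response and 100% = DMSO alone without agonist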
Target sequence (Q96RJ0 whole entry, looked up): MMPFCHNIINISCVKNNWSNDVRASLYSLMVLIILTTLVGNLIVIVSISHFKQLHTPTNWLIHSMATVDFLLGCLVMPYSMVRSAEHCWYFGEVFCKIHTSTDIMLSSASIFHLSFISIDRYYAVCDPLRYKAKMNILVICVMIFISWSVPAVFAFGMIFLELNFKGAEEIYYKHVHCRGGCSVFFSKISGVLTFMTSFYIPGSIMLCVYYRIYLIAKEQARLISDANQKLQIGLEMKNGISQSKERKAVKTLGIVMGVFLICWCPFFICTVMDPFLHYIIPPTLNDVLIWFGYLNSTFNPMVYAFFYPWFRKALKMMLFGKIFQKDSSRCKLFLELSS
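Material: CHO RD-HGA16 cells bearing hTAAR1; compound dosing: one-point dosing, 3 µM nominal final; schedule: dye loading 75 min at 37 °C, then 30 min room temperature; measured by: calcium fluorescence with Fluo-8; control set: vehicle and agonist controls; replication: n of 1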
OXTR potentiator – potentiates the human oxytocin receptor response | hit rate 0.061% among 320,000 | activation, % at 3 µM | CHO-OTR cells, Fluo-8 calcium fluorescence, potentiator mode; 0% = oxytocin EC15, 100% = EC100;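 active = activation above that plate's cutoff, the mean activation of tested compounds plus 3 SD, cut at about 6.6% in these data, passing the limit was not always enough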;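 note: 100% uses oxytocin at 75 nM as the full agonist control; some results filed as inactive read as strong as hits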
Target sequence (P30559 whole entry, looked up): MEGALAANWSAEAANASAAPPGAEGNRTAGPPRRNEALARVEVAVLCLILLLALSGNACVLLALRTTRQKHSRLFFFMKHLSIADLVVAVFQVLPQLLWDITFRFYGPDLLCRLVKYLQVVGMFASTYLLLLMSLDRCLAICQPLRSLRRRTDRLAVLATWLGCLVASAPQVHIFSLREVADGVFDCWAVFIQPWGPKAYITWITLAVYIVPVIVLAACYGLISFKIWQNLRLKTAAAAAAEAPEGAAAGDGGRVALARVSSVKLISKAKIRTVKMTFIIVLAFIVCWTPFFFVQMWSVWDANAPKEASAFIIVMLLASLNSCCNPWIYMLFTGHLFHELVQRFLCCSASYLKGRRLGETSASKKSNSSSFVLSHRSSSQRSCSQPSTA
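Material: human OTR in CHO cells. Compound: 3.0 µM, one dose. Timing: compound 6 min at room temperature before oxytocin, 100 s read. Evaluation: % activation of max/min ratio relative to oxytocin controls. Replication: single well per compound, singlicate. Signal: Fluo-8 calcium dye fluorescence.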
V1R ag counter – V1a receptor agonism, counter-screen for OXTR agonists | CHO-V1R cells, Fluo-8 calcium fluorescence, agonist mode; 0% DMSO, 100% 3 nM vasopressin | activation, % at 3 µM | hit rate 0.25% among 320,000 | AID 2797;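 active = activation above the mean activation of all tested compounds plus 3 SD, per screening run, cut at about 20% in these data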;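 note: signal is peak over basal fluorescence ratio across a 100 second FLIPR read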
OXTR agonist – activates the human oxytocin receptor. AID 2435. activation, % at 3 µM. hit rate 0.32% among 320,000. CHO-OTR cells, Fluo-8 calcium fluorescence; normalized: DMSO 0%, oxytocin 100%. P30559;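 active = activation above the mean of all tested compounds plus 3 SD, cutoff set per screening run, cut at about 20% in these data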;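 note: peak over basal fluorescence ratio from a 100 s FLIPR kinetic read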
M1 ag parental – counter-screen for M1 agonists: effect in parental CHO-K1 cells. Fluo-8 calcium fluorescence; scaled to maximal ATP response, vehicle zero. activation, % at 3 µM. hit rate 0.48% among 360,000; in the data active = activation above about 15%;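 note: untransfected CHO-K1 host cells lacking M1 receptor as counterscreen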
CHO parental Ca – counter-screen: ATP calcium response change in parental CHO cells; parental CHO-K1, ATP-induced calcium, Fluo-8 fluorescence; inhibition, % at 5.6 µM; hit rate 0.63% among 330,000;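 active = inhibition above that plate's mean sample inhibition plus 3 SD, cut at about 26% in these data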;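 note: 0% = ATP-challenged DMSO wells and 100% = DMSO wells without ATP; some compounds past the cut are filed as inactive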
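Test system: untransfected parental CHO cell line; also added: ATP stimulus; dosing: 5.6 µM, single dose; signal: calcium-sensitive Fluo-8 fluorescence; measure: percent inhibition of ATP-evoked calcium rise, normalized to controls; benchmarks: low control ATP plus DMSO, high control DMSO only; replication: one well per compound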
GPR7 antag – blocks human GPR7 receptor signaling; hit rate 1.1% among 290,000; P48145; GPR7-expressing cells, fluorescence antagonist assay; inhibition, % at 4.4 µM; AID 1861; in the data active = inhibition above about 16%, passing the limit was not always enough;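 note: cells stimulated with the agonist NPW; 0% = agonist with vehicle and 100% = vehicle without agonist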
Target sequence (P48145 whole entry, looked up): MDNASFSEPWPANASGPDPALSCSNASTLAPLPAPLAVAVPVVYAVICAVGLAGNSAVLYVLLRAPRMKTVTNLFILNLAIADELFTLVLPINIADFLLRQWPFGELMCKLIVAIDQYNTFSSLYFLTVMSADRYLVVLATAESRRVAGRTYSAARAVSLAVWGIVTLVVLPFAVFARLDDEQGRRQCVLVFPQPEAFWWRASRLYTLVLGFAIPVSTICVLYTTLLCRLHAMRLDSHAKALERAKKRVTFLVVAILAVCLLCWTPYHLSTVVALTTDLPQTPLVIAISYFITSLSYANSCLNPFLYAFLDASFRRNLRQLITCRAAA
Numbers without * were called inactive; . = not tested or not shown. Hits appear at their usual frequency. Share with any hit: about 3.5%.

SMILES | CHO-K1 Ca antag | CHO-K1 Ca PAM | TAAR1 antagonist | OXTR potentiator | V1R ag counter | OXTR agonist | M1 ag parental | CHO parental Ca | GPR7 antag
CC(=O)c1nc2ccccc2n1Cc1ccccc1 | -7 | 4 | -3 | -4 | -1.0 | -2.1 | 2.8 | -10 | 4
Cc1ccc(NC(=O)c2ccc(OC(=O)c3ccco3)cc2)cc1 | -15 | 6 | -3 | -7 | 0.7 | 0.2 | 0.8 | -3 | 1
Cc1sc2nc[nH]c(=O)c2c1-c1ccc(Cl)cc1 | 0 | 13 | -21 | -6 | 4.6 | 0.4 | 2.1 | -14 | 18
O/N=C1/CCc2nonc2/C1=N/O | -5 | 11 | 0 | 7 | 1.1 | 1.6 | 0.9 | -11 | -4
CCOC(=O)CSc1nc2ccccc2c(=O)[nH]1 | 20 | -15 | -11 | 1 | -0.1 | 1.9 | -0.1 | -11 | -11
CN(C)C(=O)c1nc2ccc(Cl)cn2c1CN1CCCC(OCc2ccccc2)C1 (stereo unspecified) | -3 | 20 | 0 | -5 | 0.7 | -0.1 | 4.6 | -18 | -18
CCCN1C2CCCC1CC(NC(=O)NC13CC4CC(CC(C4)C1)C3)C2 (stereo unspecified) | -9 | 23 | 10 | -20 | 0.1 | 1.0 | 1.5 | -10 | 11
CCc1ccc(N(C(C)=O)c2nc(CCl)cs2)cc1 | -16 | 9 | 11 | -6 | -1.1 | -1.4 | 1.0 | -19 | -4
Cc1cc(C)nc(SCc2nnc(SCC(=O)N3CCCc4ccccc43)o2)n1 | -6 | -9 | 6 | -4 | 1.6 | 1.9 | 2.4 | -15 | -1
O=C(Nc1ccc(-n2cnnn2)cc1)c1cn2ccccc2n1 | -17 | 16 | . | 3 | 0.5 | -0.5 | 1.1 | 3 | -11
CCNc1nc(Cl)nc(NCCOc2ccc(C)cc2)n1 | -4 | 7 | 7 | -3 | 3.4 | -1.2 | 0.0 | -8 | 8
Brc1ccc(OCCOc2cccc3cccnc23)cc1 | -5 | 23 | -15 | -8 | -0.1 | -1.6 | 1.9 | -15 | -13
O=C(C[C@@H]1C/C=C/CC[C@@H](Cc2ccc(F)cc2)C(=O)O[C@H](c2ccccc2)CNC1=O)NCCO | -6 | 12 | 44 | 1 | 0.5 | -0.1 | 2.0 | -14 | .
Cc1cc(Nc2ccc(N3CCC(C)CC3)cc2)n2ncnc2n1 | -17 | 9 | -25 | -2 | 2.9 | 0.0 | 2.1 | -3 | -26
NC(=O)c1ccc(-n2nnnc2SCC(=O)Nc2ccc(F)cc2)cc1 | 15 | -10 | 13 | -14 | 0.8 | 0.4 | -0.2 | 2 | 6
N#C/C(C(=O)NCc1ccccc1)=C1/SC(Cc2ccc(Cl)cc2)C(=O)N1c1ccccc1 (stereo unspecified) | -2 | 2 | 22 | -3 | 4.4 | 4.7 | 0.6 | -11 | 3
CCCOc1ccc2[nH]cc(C(=O)O)c(=O)c2c1 | -13 | 16 | -9 | -10 | -0.2 | -0.5 | -0.3 | -3 | 8
Cc1ccc(NC(=O)CCl)cc1S(=O)(=O)N1CCCCCC1 | -6 | -3 | -12 | -9 | 0.1 | 0.7 | 1.3 | 3 | 1
Cc1ccc(NC(=O)C2CC(=O)N(c3ccc4c(c3)OCCO4)C2)cc1S(=O)(=O)N(C)C (stereo unspecified) | 0 | 13 | -31 | -8 | -1.4 | -1.8 | -0.1 | -17 | .
CCCN(CCC)C(=S)NC(=O)c1ccc(-c2ccccc2)cc1 | -5 | 6 | -10 | -11 | -1.6 | -1.6 | 0.8 | -12 | -16
CC1CCc2c(sc3ncn(CC(=O)N4CCCCC4)c(=O)c23)C1 (stereo unspecified) | -6 | 14 | -13 | -3 | -0.5 | -2.2 | 0.5 | -17 | 0
CCN(CC)S(=O)(=O)c1cccc(-c2nnc(SCC(=O)NC3CCCCCC3)n2N)c1 | -9 | 5 | -13 | 8 | 0.2 | -0.9 | 1.0 | -23 | 2
CC1(C(=O)NCC2CC2)CCN1C(=O)C1(c2ccccc2)CC1 (stereo unspecified) | 0 | 9 | -15 | . | . | . | -0.1 | . | .
O=C(Nc1cccc(Cl)c1)N1CCN2C(=O)c3ccccc3C12c1ccccc1 (stereo unspecified) | 20 | -8 | -3 | -11 | 1.3 | -1.7 | -0.1 | -33 | -15
N#CC1(NC(=O)COC(=O)c2cc(=O)[nH]c3ccccc23)CCCCC1 | 8 | -5 | -2 | 1 | -1.0 | -1.1 | 6.0 | 10 | .
OC(C#CCCN1CCCCC1)(c1ccccc1)C1CCCCC1 (stereo unspecified) | 0 | 1 | -4 | -2 | -0.9 | 1.2 | 0.9 | -5 | 12
CN1CCN(S(=O)(=O)c2cccc(S(=O)(=O)c3ccc(Cl)cc3)c2)CC1 | 9 | -10 | -6 | -6 | 5.3 | 5.7 | 0.9 | -13 | 3
CC(=O)c1ccc(N2CCN(C(=O)CCc3ccccc3)CC2)cc1 | -6 | 15 | 14 | 2 | 0.9 | 1.2 | 3.7 | 2 | 6
O=C(Nc1nnc(CC2=CCCCC2)s1)Nc1ccccc1F | . | . | . | 2 | 1.2 | 0.9 | . | 0 | -8
Cc1ccc(C)n1NC(=O)c1ccccc1O | 7 | -9 | -4 | -4 | -1.0 | -1.0 | -0.1 | 6 | 0
CCc1ccccc1NC(=O)C1CCCN(c2nn3c(=O)cc(C)nc3s2)C1 (stereo unspecified) | 0 | -3 | -9 | -4 | 1.3 | -0.2 | 0.3 | -1 | -4
O=C(OCc1csc(Nc2ccccc2)n1)c1ccc(Cl)cc1 | -4 | 19 | -9 | -8 | 0.2 | -1.5 | 14 | -23 | -10
CC(=O)NC1=NN(C(C)=O)C(C)(c2cccs2)S1 (stereo unspecified) | 2 | -4 | -8 | 1 | 0.0 | 0.2 | -0.1 | -10 | -4
CS(=O)(=O)c1cnc(-c2ccccc2)nc1-c1ccc(Cl)c(Cl)c1 | -3 | 16 | 11 | -6 | 0.0 | -0.3 | 0.7 | -4 | 3
O=C(Cn1cnc2c(NC(=O)OCc3ccccc3)ncnc21)NCCN1CCOCC1 | -8 | 9 | -5 | -3 | -0.6 | 0.7 | 0.5 | -8 | .
CCC(=N\NC(=O)COc1ccccc1OC)/C(CC)=N/NC(=O)COc1ccccc1OC | -8 | -16 | 38 | -1 | 1.3 | 0.7 | 0.4 | 4 | .
CCOc1ccc(C(C)NC(=O)c2cccs2)cc1OCC (stereo unspecified) | -7 | 21 | -40 | -6 | 0.6 | -0.2 | 13 | -3 | .
Cc1nc(SCC(=O)NC2CCCCC2C)nc(C)c1C (stereo unspecified) | -16 | 11 | -8 | 6 | 0.8 | 2.1 | 0.4 | -14 | .
COC(=O)CP(=O)(c1ccccc1)c1ccccc1 | -7 | 11 | -8 | -3 | -0.6 | 1.4 | 0.5 | -6 | -1
COc1cccc(OCCNc2cc(N3CCCCC3)ccc2[N+](=O)[O-])c1 | 1 | 9 | 20 | -12 | 0.0 | -0.8 | 0.0 | 10 | -2
CCc1ccc(OCC(=O)NC(NC(=S)Nc2ccccc2)C(Cl)(Cl)Cl)cc1 (stereo unspecified) | 20 | 4 | 0 | -20 | 7.3 | 12 | 9.9 | 4 | 0
O=C(NCc1ccc(Cl)cc1Cl)c1ccccn1 | -18 | -5 | 14 | -3 | -1.3 | -1.3 | 0.0 | -15 | 5
CCC1CCCCN1CCCNC(=O)C1CCC(CNS(=O)(=O)c2c(C)cc(C)cc2C)CC1 (stereo unspecified) | 24* | -18 | 1 | -3 | 2.3 | 0.5 | -0.4 | -9 | 21
O=C1c2ccccc2S(=O)(=O)N1CCOc1ccccc1 | -10 | 17 | 9 | -7 | -0.1 | -0.2 | 0.4 | -13 | -6
CN(Cc1ccco1)C(=O)CN1C(=O)NC2(CCCC2)C1=O | -20 | 15 | -11 | -4 | 2.0 | 2.5 | 1.1 | -6 | .
Cc1ccc(/C=N/NC(=O)Cn2cncn2)cc1 | 7 | -5 | -8 | 5 | 0.6 | -0.5 | 0.3 | -6 | -10
Cc1nc2ccc(Cc3ccc4nc(C)[nH]c4c3)cc2[nH]1 | -14 | 13 | -34 | -8 | -0.5 | -1.6 | 0.3 | -18 | -2
S=C(NNc1cccc(Cl)c1)NC1CCCCC1 | -6 | 13 | 11 | -3 | -1.2 | -2.5 | 0.0 | 18 | 10
CCOC(=O)NC(=O)C(=CNc1cccc(C)c1)C(=O)NC(=O)OCC | -1 | 10 | -9 | -2 | 0.9 | 0.1 | 0.3 | -5 | -3
COc1ccc(S(=O)(=O)N2CCCOC2CNC(=O)C(=O)NCCCn2ccnc2)cc1 (stereo unspecified) | 9 | -8 | -3 | 1 | 0.7 | 1.7 | -0.1 | 7 | -8

More entries.
SMILES | CHO-K1 Ca antag | CHO-K1 Ca PAM | TAAR1 antagonist | OXTR potentiator | V1R ag counter | OXTR agonist | M1 ag parental | CHO parental Ca | GPR7 antag
O=C(c1cnn(-c2ccccc2)c1)c1cc(F)ccc1O | -15 | -2 | 7 | -7 | -0.1 | -2.0 | 1.8 | -8 | -4
O=C(COc1ccccc1)N(CCc1ccccc1)c1nc(-c2ccc(F)cc2)cs1 | -5 | 10 | -1 | -5 | 1.7 | 2.1 | 0.1 | -8 | -7
Clc1ccc(N2CCN(c3ccnc(Cl)n3)CC2)cc1 | -11 | -4 | 23 | -14 | 0.0 | -1.4 | 2.8 | -17 | .
O=C(NCc1ccc(S(=O)(=O)Nc2ccccc2Cl)s1)c1ccccc1 | -13 | 18 | -4 | -3 | 1.5 | 3.2 | 1.9 | -14 | -17
Nc1nnc(-c2ccc([N+](=O)[O-])o2)s1 | 10 | -20 | -7 | . | . | . | -0.3 | . | .
CC(C)C(NC(=O)c1ccc(Cl)cc1Cl)C(=O)N1CCN(S(=O)(=O)c2ccccc2)CC1 (stereo unspecified) | 2 | 6 | -6 | -5 | -1.6 | -1.3 | 0.6 | -27 | .
COc1cc(NC(=O)c2cc(CC(C)C)on2)c(OC)cc1Cl | 2 | 12 | -14 | -6 | 0.3 | -1.5 | 0.6 | 1 | -5
COc1cc2[nH]c3c(N4CCN(c5ccccn5)CC4)ncnc3c2cc1OC | -6 | 18 | . | -20 | 0.7 | -0.5 | 2.7 | -17 | -2
CC(=O)N1CCN(c2ccc(NC(=O)c3ccc4ccccc4c3)cc2)CC1 | -6 | 8 | 10 | -16 | 9.7 | 5.0 | 7.5 | 3 | 11

Screening results: PubChem BioAssay, The Scripps Research Institute Molecular Screening Center
